Screening results (PubChem BioAssay)
West Nile virus CPE – inhibition of WNV-induced cytopathic effect – cell-based, CPE readout (AID 1621). West Nile virus-infected cells, CPE inhibition; higher % means a stronger effect. CPE inhibition, % at 10 µM, or IC50 in µM where a hit was titrated. 290,000 tested, 0.02% active; in the data active means a potency from the dose series; inconclusive means CPE inhibition mostly from about 3.7% at the one dose, without a potency; inactive means the rest, 99 in 100 with CPE inhibition below about 2.2%; further: strong numbers were not always called active
NS5 inhibitors – flavivirus cap methylation enzyme inhibition – biochemical, confirmation dose response, primary screen (AID 588689). Dengue-2 NS5 methyltransferase capping enzyme assay, biochemical; higher % means a stronger effect. one-dose inhibition, % at 25 µM; IC50 in µM for titrated hits. 340,000 tested, 0.3% active; in the data active means a potency from the dose series; inconclusive means inhibition above about 29% without an active follow-up result
GPR55 antagonists – inhibition of LPI-stimulated GPR55 beta-arrestin translocation – imaging, U2OS, beta-arrestin-GFP, LPI agonist, primary screen (AID 2013) | U2OS GPR55 beta-arrestin-GFP translocation imaging, LPI antagonism; higher % means a stronger effect | inhibition, % at 10 µM, or IC50 in µM where a hit was titrated | 290,000 tested, 0.13% active;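 active means spots per cell inhibited over 60%, with over 100 cells counted and total cytoplasm intensity under 500,000; inconclusive means wells with under 100 cells, flagged as likely toxic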;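 further: U2OS cells stably carrying GPR55 and arrestin-GFP stimulated by 5 µM LPI near EC80; imaged beta-arrestin-GFP aggregate spots per cell after agonist stimulation; plate controls were LPI-stimulated DMSO wells for no effect and DMSO wells without LPI for full effect; some results filed as inactive read as strong as hits; confirmed hits need IC50 under 10 µM and bright autofluorescent wells are also inconclusive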
GPR35 arrestin U2OS – inhibition of zaprinast-stimulated GPR35 beta-arrestin translocation – imaging, U2OS, beta-arrestin-GFP, zaprinast agonist, primary screen (AID 2058) | U2OS GPR35 beta-arrestin-GFP translocation imaging, zaprinast antagonism; higher % means a stronger effect | inhibition, % at 10 µM; hits with a dose series show IC50 in µM | 290,000 tested, 0.052% active;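 active means inhibition of at least 50% with at least 30 cells and total cytoplasm GFP at most 10,000,000; inconclusive means under 30 cells or total GFP of 10,000,000 plus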
GPR55 beta-arrestin – GPR55 agonists via beta-arrestin recruitment, primary screen, imaging, U2OS cells, beta-arrestin-GFP redistribution (AID 1961); U2OS GPR55 beta-arrestin-GFP redistribution imaging; higher % means a stronger effect; one-dose activation, % at 10 µM; EC50 in µM for titrated hits; 290,000 tested, 0.048% active;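 active means activation above 40% with more than 50 cells counted in the well; inconclusive means wells holding fewer than 50 cells, flagged as toxic or sparse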;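 further: U2OS osteosarcoma cells stably expressing GPR55 and beta-arrestin-GFP; plate controls were DMSO negative control for no effect and LPI positive control for full effect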
KOR beta-arrestin-1 – kappa opioid receptor activators – cell-based, luminescence, uHTS, primary screen (AID 1777); activation, % at 10 µM, or EC50 in µM where a hit was titrated; KOR beta-arrestin recruitment, luminescence; higher % means a stronger effect; 280,000 tested, 0.02% active; in the data active means activation above about 50%, passing the limit was not always enough; further: a part of the inactive calls stands beside numbers as strong as those of hits
KOR beta-arrestin-2 – KOR antagonists, beta-arrestin recruitment, cell-based, luminescence, uHTS (AID 1778); 290,000 tested, 0.091% active; KOR beta-arrestin recruitment, luminescence, antagonist mode; higher % means a stronger effect; inhibition, % at 10 µM; hits with a dose series show IC50 in µM; in the data active means inhibition above about 50%; further: strong numbers were not always called active
HIV fusion peptide – cell-free HIV fusion peptide-binding blockers – biochemical, uHTS, fluorescence dequenching, primary screen (AID 1986). one-dose inhibition, % at 20 µM; IC50 in µM for titrated hits. cell-free peptide binding, fluorescence dequenching, 30 min; higher % means a stronger effect. 290,000 tested, 0.3% active; in the data active means inhibition mostly above about 52%, no sharp cut-off; inactive means mostly below about 76%; further: some results filed as inactive read as strong as hits
NOD1 NF-kB reporter – NOD1 signaling inhibitors, primary screen, cell-based, luminescence, uHTS (AID 1578) | 290,000 tested, 1% active | NOD1-driven NF-kB luciferase reporter cells, luminescence; higher % means a stronger effect | inhibition, % at 4 µM, or EC50 in µM where a hit was titrated; in the data active means inhibition mostly above about 36%, no sharp cut-off; inactive means mostly below about 34%;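 further: HEK-293T reporter cells stimulated with the NOD1 agonist gamma-tri-DAP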
* = called active by the depositor; u = inconclusive; x = not tested or not shown; [ ] = another dose, or the depositor's remark. Not all compounds are listed; count on the stated rates, not on these rows.

SMILES	West Nile virus CPE	NS5 inhibitors	GPR55 antagonists	GPR35 arrestin U2OS	GPR55 beta-arrestin	KOR beta-arrestin-1	KOR beta-arrestin-2	HIV fusion peptide	NOD1 NF-kB reporter
CCOc1ccc(C(=O)NCCN2CCCCC2)c(OCC)c1	-1.2%	-1%	3%	2%	-0.1%	1.0%	-15%	1.1%	-45%
CC(C(=O)NC1CCCc2ccccc21)N1CCN(c2ccc(F)cc2)CC1 (centres undefined)	-0.7%	-4%	-5%	11%	0.5%	-0.2%	3%	-0.3%	-15%
COC(=O)c1c(C)oc2c1cc(NS(=O)(=O)c1ccc(C(=O)O)cc1)c1ccccc12	-0.6%	69µM*	-3%	3%	-0.1%	2.6%	-93%[20 µM]	42%	10%
CCC(C)[C@H](NC(=O)NCc1cccs1)C(=O)O (some centres undefined)	0.2%	-4%	3%	-1%	1.5%	-7.3%	1%	0.8%	-13%
NC(=O)NC(CC(=O)OCC(=O)NC(=O)NCc1ccco1)c1ccc(Cl)cc1 (centres undefined)	1.0%	2%	7%	12%	-0.1%	-4.5%	12%	-0.4%	-3%
COc1ccc(CCNC(=O)CSc2nc3ccccc3o2)cc1OC	0.1%	7%	-2%	-12%	-0.1%	-0.9%	17%	0.1%	-15%
Cc1ccc(OCCN2CCNCC2)c([N+](=O)[O-])c1	-0.2%	-2%	-4%	0%	0.1%	-4.3%	-12%	0.1%	-10%
CC(=O)N1CCN(C2c3cccc4cccc(c34)C2NS(=O)(=O)c2ccccc2)CC1 (centres undefined)	0.0%	9%	14%	0%	-0.1%	-1.5%	19%	-1.8%	-11%
CC(=O)c1ccc(OCCCC(=O)Nc2cc(Cl)ccc2-n2cncn2)cc1	-0.3%	-1%	17%	-7%	-0.1%	3.6%	-13%	-1.5%	-38%
O=C(CN1C(=O)CSc2ccc(S(=O)(=O)N3CCOCC3)cc21)NCc1ccc(Cl)cc1	-0.2%	-10%	12%	-3%	-0.1%	-6.9%	-54%	-0.3%	-22%
O=c1c2ccccc2nc(SCc2nc3ccccc3s2)n1CCCO	-1.7%	-2%	3%	-8%	u	-0.7%	28%	-3.1%	-35%
COc1ccc(NC(=O)CN2CCN(c3nc(-c4cccc(OC)c4)cs3)CC2)cc1	-0.9%	0%	-6%	1%	-0.1%	-2.0%	-3%	1.2%	-23%
COc1ccccc1-c1nnc(NC(=O)CCS(=O)(=O)c2ccccc2)o1	0.5%	-6%	6%	8%	-0.1%	-1.3%	-4%	-2.3%	10%
COc1ccc(C(=O)NC(C)c2nc3ccccc3[nH]2)cc1OC (centres undefined)	1.6%	-3%	-1%	3%	-0.3%	6.7%	7%	2.5%	-26%
COc1ccc(OC)c(NC(=O)C2CC2c2ccccc2)c1 (centres undefined)	-0.6%	0%	2%	3%	-0.2%	14%	-65%[20 µM]	-1.3%	45%
COc1ccc(NS(=O)(=O)c2cc(C)ccc2OC)cc1OC	-0.1%	-4%	15%	-1%	-0.1%	-1.4%	14%	-1.0%	-3%
CCOC(=O)c1cccc(NC(=O)CSc2nnc(COc3ccccc3C)o2)c1	0.1%	3%	15%	26%	-0.2%	15%	20%	-4.0%	4%
[O-][N+]1=C(c2cccs2)CN(O)C1	-0.2%	-9%	6%	5%	-0.2%	-0.8%	16%	-1.8%	10%
CO[C@H]1C=CO[C@@]2(C)Oc3c(C)c(O)c4c(O)c(c(C=NN5CCN(C6CCCC6)CC5)c(O)c4c3C2=O)NC(=O)C(C)=CC=C[C@H](C)[C@H](O)[C@@H](C)[C@@H](O)[C@@H](C)[C@H](OC(C)=O)[C@@H]1C	-0.1%	x	14%	-20%	-0.5%	-9.4%	29%	29%	-6%
NS(=O)(=O)c1ccc(Sc2ccc3c(c2)CCC3)nc1	1.7%	-2%	-4%	-4%	-0.1%	6.0%	-9%	0.5%	-5%
O=C(N/N=C/c1cccc(Cl)c1Cl)Nc1ccccc1	-0.2%	-2%	0%	-5%	-0.3%	0.0%	35%	-0.4%	-52%
CC(NC(=O)c1cnccn1)c1ccc(S(N)(=O)=O)cc1 (centres undefined)	0.5%	-11%	-5%	1%	-0.2%	0.9%	-19%	0.4%	-3%
Cc1[nH]nc2c1C(=O)CCC2	-0.6%	-3%	14%	15%	0.1%	-5.0%	14%	-1.2%	-23%
C=CCn1c(O)c(N=NC(=O)C(O)c2ccccc2)c2ccccc21 (centres undefined)	-0.8%	2%	-23%	-2%	-0.3%	-0.1%	24%	-1.4%	-8%
CC(C)C(c1nnnn1Cc1ccc(F)cc1)N1CCN(C(=O)c2ccco2)CC1 (centres undefined)	-0.1%	-8%	3%	-9%	1.1%	6.1%	0%	-1.2%	2%
CCOC(=O)c1ccc(Nc2c(OCC)c(=O)c2=O)cc1	0.3%	-5%	-11%	-13%	-0.1%	8.0%	-9%	-0.2%	8%
Cc1ccc(NS(=O)(=O)c2ccc(NC(=O)C(C)Sc3ccc(Cl)cc3)cc2)c(C)c1 (centres undefined)	-1.8%	-6%	8%	-11%	0.0%	0.2%	-18%	2.1%	-8%
CC(NS(=O)(=O)c1ccc2c(c1)CC(=O)N2C)c1ccccc1 (centres undefined)	-0.6%	-7%	-3%	-2%	-0.2%	8.0%	-35%	0.3%	19%
CC(=O)Nc1c2c(nn1-c1cccc(Cl)c1)CS(=O)C2 (centres undefined)	0.2%	-4%	-7%	15%	-0.1%	4.6%	-10%	-0.9%	11%
Nc1nnc(C(F)(F)F)s1	1.5%	-1%	5%	-3%	0.2%	-1.5%	11%	-1.4%	-26%
Cn1c(CC(=O)Nc2ccc(F)cc2)c(Sc2ccccc2)c2ccccc21	-0.9%	3%	5%	-6%	-0.1%	3.2%	17%	0.9%	-25%
COc1cc(C)cc2oc(=O)c(CC(=O)N3CCN(C(=O)C4COc5ccccc5O4)CC3)c(C)c12 (centres undefined)	-0.3%	-4%	8%	4%	0.1%	-5.3%	-8%	1.3%	-20%
CCc1ccc(-c2cc(C(=O)Nc3ccc(S(=O)(=O)NC(C)=O)cc3)c3ccccc3n2)cc1	-0.1%	-3%	-19%	1%	0.3%	4.7%	-53%	44%	8%
COc1ccc(C(=O)Nc2ccc(NS(=O)(=O)c3ccccc3)cc2)cc1OC	0.5%	-2%	-1%	-12%	-1.1%	1.6%	-28%	-1.8%	2%
COc1cccc(C(c2sc3ncnn3c2O)N2CCc3ccccc3C2)c1 (centres undefined)	1.3%	-2%	1%	-11%	-0.5%	6.2%	40%	-1.9%	-3%
O=C1C(SC(F)(F)C(F)F)=C(C(F)(F)F)OC2C3C=CC(C3)C12 (centres undefined)	-0.1%	-12%	13%	-4%	0.4%	2.0%	-24%	2.9%	16%
COCCN(Cc1cc2ccccc2[nH]c1=O)C(=O)c1ccccc1OC	0.1%	1%	8%	-13%	-0.1%	1.4%	24%	-3.0%	-20%
COc1ccc(-c2cc(C3CCN(CC(O)C(F)(F)F)CC3)[nH]n2)cc1 (centres undefined)	-1.0%	-3%	11%	-10%	0.0%	-4.1%	21%	-1.1%	-1%
CC1=NN(C(=O)c2ccccc2Cl)C(O)(c2cccnc2)C1 (centres undefined)	0.3%	2%	8%	-1%	-0.1%	x	-17%[20 µM]	-0.6%	-38%
O=C(c1cc(COc2ccc3ncccc3c2)on1)N1CCCC(O)C1 (centres undefined)	-0.8%	-5%	-7%	-5%	-0.2%	-4.8%	1%	-1.6%	-7%

The last 3 compounds of the part before are carried over, then new ones follow:
SMILES	West Nile virus CPE	NS5 inhibitors	GPR55 antagonists	GPR35 arrestin U2OS	GPR55 beta-arrestin	KOR beta-arrestin-1	KOR beta-arrestin-2	HIV fusion peptide	NOD1 NF-kB reporter
COc1ccc(-c2cc(C3CCN(CC(O)C(F)(F)F)CC3)[nH]n2)cc1 (centres undefined)	-1.0%	-3%	11%	-10%	0.0%	-4.1%	21%	-1.1%	-1%
CC1=NN(C(=O)c2ccccc2Cl)C(O)(c2cccnc2)C1 (centres undefined)	0.3%	2%	8%	-1%	-0.1%	x	-17%[20 µM]	-0.6%	-38%
O=C(c1cc(COc2ccc3ncccc3c2)on1)N1CCCC(O)C1 (centres undefined)	-0.8%	-5%	-7%	-5%	-0.2%	-4.8%	1%	-1.6%	-7%
Cc1ccc(N2CCN(S(=O)(=O)c3ccc(F)c(C)c3)CC2)c(C)c1	-0.6%	-1%	11%	-5%	0.0%	5.3%	-11%	0.1%	x
Cc1cccc(CS(=O)(=O)Cc2ccc(C(=O)NCCN3CCCCC3C)o2)c1 (centres undefined)	-0.2%	3%	6%	-11%	0.0%	-1.3%	26%	1.1%	-15%
Cc1cc(=O)oc2cc(OCC(=O)N/N=C/c3ccccc3[N+](=O)[O-])ccc12	0.2%	1%	14%	-20%	-0.2%	-2.7%	12%	-0.8%	1%
Cc1nn(-c2ccccc2)c(Cl)c1/C=N/NC(=O)C1COc2ccccc2O1 (centres undefined)	-0.2%	x	9%	-12%	0.2%	6.6%	13%	1.5%	-40%
CCN(CCO)c1nc(NCc2ccccc2)c2cnn(C)c2n1	-1.2%	-4%	-7%	10%	-0.2%	-5.3%	-35%	-0.8%	-31%
COc1ccc(CCNC(=O)COC(=O)/C=C/c2cccs2)cc1	0.5%	-1%	-2%	13%	0.2%	-5.4%	-3%	-1.6%	-18%
C#CCNc1nc(C(C)C)nc2c1nnn2Cc1ccccc1F	x	-2%	2%	-1%	-0.1%	-5.3%	21%	-1.8%	9%
COc1ccc2c(-c3ccccc3)cc(=S)[nH]c2c1	1.0%	-12%	4%	-4%	0.6%	0.4%	-20%	1.3%	-11%
Cc1cccc(N2CCN(S(=O)(=O)c3ccc4c(c3)C(C)(C)C(=O)N4C)CC2C)c1 (centres undefined)	0.1%	-6%	-3%	-4%	-0.1%	-0.2%	-34%	-1.0%	-14%
CCOc1cc(CN2CCN(C(=O)c3cccc4ccccc34)CC2)ccc1OC	-1.4%	x	-2%	5%	-0.2%	-2.1%	-5%	0.0%	-9%
O=C1N(Cc2ccc(F)cc2Cl)c2ccccc2C12OCCCO2	-0.8%	-2%	-4%	4%	-0.1%	0.3%	-29%	1.1%	-2%
CC(C)c1ccc(OCc2ccc(C(=O)N(C)C)o2)cc1	-0.7%	-3%	-6%	-8%	0.0%	1.4%	13%	-0.4%	-4%
CCOc1ccc(NCc2cccn2-c2nnc(N3CCC(C(=O)NCCCN4CC(C)CC(C)C4)CC3)s2)cc1 (centres undefined)	1.8%	-3%	6%	18%	0.2%	-5.8%	-16%	-0.8%	-8%
S=C(NCc1cccs1)Nc1cccc(Cl)c1Cl	-1.2%	-5%	-2%	18%	-0.3%	-6.7%	-1%	-1.4%	38%
